TcdB inh – TcdB glycohydrolase inhibition | P18177 | TcdB glycohydrolase enzymatic assay, plate reader | inhibition, % at 9.99 µM | actives 0.24% (n = 350,000) | AID 652162; in the data active = inhibition above about 10%
* = called active by the depositor.

> COc1cccc(NC(=O)N2CC(=O)N3[C@H](CO)[C@H](c4ccc(C#CC5CCCCC5)cc4)[C@@H]3C2)c1
  TcdB inh = -2.3

> O=C(Nc1ccc2c(c1)[C@H]1C[C@H](CC(=O)N3CCc4ccccc4C3)O[C@@H](CO)[C@H]1O2)C1CCC1
  TcdB inh = 1.4

> C[C@@H]1CCCCO[C@@H](CN(C)Cc2ccc(C(F)(F)F)cc2)[C@H](C)CN([C@H](C)CO)C(=O)c2cc(NS(=O)(=O)c3ccccc3)ccc2O1
  TcdB inh = -0.2

> Cc1noc(C)c1S(=O)(=O)N(C)C[C@@H]1Oc2ccc(NS(=O)(=O)c3ccccc3)cc2CC(=O)N([C@H](C)CO)C[C@H]1C
  TcdB inh = -0.5

> C[C@H]1CN([C@@H](C)CO)C(=O)Cc2cc(NC(=O)Nc3ccccc3)ccc2O[C@H]1CN(C)Cc1ccc(Oc2ccccc2)cc1
  TcdB inh = 0.5

> COc1ccc2c3c(n(C)c2c1)[C@H](CO)N(C(C)=O)CC31CCN(C(=O)NC(C)C)CC1
  TcdB inh = 0.5

> Cc1noc(C)c1NC(=O)N(C)C[C@H]1Oc2cc(C#CCC3CCCC3)ccc2S(=O)(=O)N([C@@H](C)CO)C[C@H]1C
  TcdB inh = -1.2

> COc1ccc(NC(=O)N(C)C[C@@H]2Oc3ccc(NC(=O)Nc4cccc5ccccc45)cc3C(=O)N([C@H](C)CO)C[C@H]2C)cc1
  TcdB inh = 0.6

> COc1ccc2c3c([nH]c2c1)[C@@H](CO)N(C(C)=O)CC31CCN(Cc2cc(-c3ccccc3)on2)CC1
  TcdB inh = 1.6

> C[C@H](CO)N1C[C@H](C)[C@@H](CN(C)Cc2ccc(Cl)c(Cl)c2)Oc2ccc(NC(=O)Nc3ccc4c(c3)OCO4)cc2C1=O
  TcdB inh = 0.0

> CCNC(=O)C[C@H]1CC[C@@H]2[C@@H](COc3ccc(NC(=O)Nc4ccc(C)cc4)cc3C(=O)N2C)O1
  TcdB inh = 4.4

> C[C@@H]1CN([C@H](C)CO)C(=O)c2cccc(NC(=O)c3ccc(-c4nccs4)cc3)c2O[C@@H]1CN(C)Cc1ccc(C(=O)O)cc1
  TcdB inh = 0.9

> C[C@@H]1CN([C@@H](C)CO)C(=O)c2cc(-c3ccc(F)cc3)cnc2O[C@@H]1CN(C)S(C)(=O)=O
  TcdB inh = 1.7

> C[C@@H]1CCCCO[C@@H](CN(C)Cc2ccncc2)[C@@H](C)CN([C@H](C)CO)C(=O)c2cc(NS(=O)(=O)c3cn(C)cn3)ccc2O1
  TcdB inh = -0.1

> CC(C)NC(=O)N(C)C[C@@H]1Oc2ccc(NC(=O)c3ccncc3)cc2CC(=O)N([C@@H](C)CO)C[C@H]1C
  TcdB inh = 0.9

> C[C@@H]1CN([C@@H](C)CO)C(=O)c2cc(NC(=O)C3CCCCC3)ccc2O[C@H]1CN(C)S(=O)(=O)c1ccc(Cl)cc1
  TcdB inh = 0.7

> C[C@H]1CN([C@@H](C)CO)C(=O)c2cccc(NS(=O)(=O)c3cn(C)cn3)c2O[C@H]1CN(C)Cc1ccc(-c2ccccc2)cc1
  TcdB inh = 0.2

> C[C@H]1CN([C@@H](C)CO)C(=O)c2cccc(NC(=O)Nc3cccc4ccccc34)c2O[C@H]1CN(C)S(=O)(=O)c1cccs1
  TcdB inh = 0.3

> C[C@H](CO)N1C[C@H](C)[C@@H](CN(C)Cc2ccc3c(c2)OCO3)OCCCC[C@H](C)Oc2ccc(NS(=O)(=O)c3ccc(F)cc3)cc2C1=O
  TcdB inh = 0.1

> COCC#Cc1ccc2c(c1)O[C@@H](CN(C)Cc1cncnc1)[C@H](C)CN([C@H](C)CO)S2(=O)=O
  TcdB inh = -2.2

> C[C@@H]1CN([C@H](C)CO)C(=O)c2cccc(NC(=O)c3ccc(-c4nccs4)cc3)c2O[C@H]1CN(C)C(=O)Nc1ccc2c(c1)OCO2
  TcdB inh = -0.1

> C[C@@H]1CN([C@H](C)CO)C(=O)c2cccc(NS(C)(=O)=O)c2O[C@@H]1CN(C)S(=O)(=O)c1ccc(Cl)cc1
  TcdB inh = 0.8

> COc1ccc(S(=O)(=O)N(C)C[C@@H]2OCCCC[C@H](C)Oc3ccc(NC(=O)CCC(F)(F)F)cc3C(=O)N([C@@H](C)CO)C[C@H]2C)cc1
  TcdB inh = 0.1

> O=C(C[C@H]1C=C[C@H](NC(=O)c2cccc(F)c2)[C@H](CO)O1)NCCN1CCCC1
  TcdB inh = -0.5

> CC(C)C#Cc1ccc([C@@H]2[C@H]3CN(C(=O)c4ccccn4)CC(=O)N3[C@H]2CO)cc1
  TcdB inh = 1.9

> C[C@@H]1CN([C@@H](C)CO)C(=O)c2cccc(NC(=O)Nc3ccccc3)c2O[C@@H]1CN(C)Cc1ccc(Cl)c(Cl)c1
  TcdB inh = -0.5

> COc1ccc(S(=O)(=O)Nc2cccc3c2O[C@@H](CN(C)Cc2ccc(-c4ccccc4)cc2)[C@H](C)CN([C@H](C)CO)C3=O)cc1
  TcdB inh = -1.8

> CCCNC(=O)N1CCC2(CC1)CN(Cc1cccc(F)c1)[C@H](CO)c1[nH]c3cc(OC)ccc3c12
  TcdB inh = 1.2

> CO[C@@H]1CC[C@H]2CCN(C)C(=O)[C@H](C)[C@H](OC)CN(C)C(=O)c3cc(C#N)ccc3OC[C@H]1O2
  TcdB inh = 0.0

> C[C@@H]1CN([C@H](C)CO)C(=O)c2cc(NS(C)(=O)=O)ccc2O[C@@H]1CN(C)S(C)(=O)=O
  TcdB inh = 0.5

Reformatted bar-delimited: three of the compounds above.
mol | TcdB inh
C[C@@H]1CN([C@@H](C)CO)C(=O)c2cc(NC(=O)C3CCCCC3)ccc2O[C@H]1CN(C)S(=O)(=O)c1ccc(Cl)cc1 | 0.7
C[C@H]1CN([C@@H](C)CO)C(=O)c2cccc(NS(=O)(=O)c3cn(C)cn3)c2O[C@H]1CN(C)Cc1ccc(-c2ccccc2)cc1 | 0.2
C[C@H]1CN([C@@H](C)CO)C(=O)c2cccc(NC(=O)Nc3cccc4ccccc34)c2O[C@H]1CN(C)S(=O)(=O)c1cccs1 | 0.3

Later entries.
> C[C@H](CO)N1C[C@H](C)[C@H](CN(C)CC2CCCCC2)Oc2c(NC(=O)Nc3ccc(F)cc3)cccc2C1=O
  TcdB inh = -0.7

> COc1ccc(C#Cc2ccc([C@H]3[C@H](CO)N4C(=O)CN(C(=O)c5ccccc5)C[C@@H]34)cc2)cc1
  TcdB inh = 0.1

> COc1ccc(S(=O)(=O)Nc2ccc3c(c2)C(=O)N([C@@H](C)CO)C[C@H](C)[C@H](CN(C)C(=O)Nc2ccc(C(F)(F)F)cc2)OCCCC[C@H](C)O3)cc1
  TcdB inh = 0.2

> O=C(C[C@@H]1C[C@@H]2c3cc(NC(=O)Cc4ccncc4)ccc3O[C@@H]2[C@H](CO)O1)NCc1ccccn1
  TcdB inh = -0.5

> C[C@H](CO)N1C[C@H](C)[C@H](CN(C)S(C)(=O)=O)Oc2ccc(NC(=O)c3ccncc3)cc2CC1=O
  TcdB inh = -0.1

> CO[C@@H]1CN(C)C(=O)c2cc(NC(=O)NC3CCCCC3)ccc2OC[C@H](C)N(CC2CC2)C[C@H]1C
  TcdB inh = -0.7

> O=C(C[C@H]1C[C@@H]2c3cc(NC(=O)NC4CCCC4)ccc3O[C@@H]2[C@H](CO)O1)NCC1CC1
  TcdB inh = -1.5

> COc1ccccc1CN1CC[C@@H]2[C@H]1c1cc(-c3ccc(C(=O)N(C)C)cc3)ccc1N[C@@H]2CO
  TcdB inh = 1.6

> Cc1ccc(-c2cnc3c(c2)C(=O)N([C@H](C)CO)C[C@@H](C)[C@H](CN(C)CC2CCCCC2)O3)cc1
  TcdB inh = 1.3

> CNC[C@@H]1OCCCC[C@H](C)Oc2ccc(NC(=O)Nc3ccc4c(c3)OCO4)cc2C(=O)N([C@H](C)CO)C[C@@H]1C
  TcdB inh = -2.1

> O=C(C[C@H]1CC[C@H]2[C@@H](COC[C@@H](O)CN2Cc2ccccc2F)O1)N[C@@H]1CCN(Cc2ccccc2)C1
  TcdB inh = -0.2

> C[C@@H]1CN([C@H](C)CO)C(=O)c2cccc(NC(=O)c3ccncc3)c2O[C@H]1CN(C)C
  TcdB inh = -0.4

> COc1ccc(S(=O)(=O)Nc2ccc3c(c2)CC(=O)N([C@@H](C)CO)C[C@@H](C)[C@@H](CN(C)S(=O)(=O)c2c(C)noc2C)O3)cc1
  TcdB inh = 0.6

> O=C(c1ccc(F)cc1)N1CC(=O)N2[C@H](C1)[C@@H](c1ccc(C3=CCCC3)cc1)[C@@H]2CO
  TcdB inh = -0.3

> C[C@H](CO)N1C[C@H](C)[C@H](CN(C)S(=O)(=O)c2cn(C)cn2)Oc2ccc(NC(=O)Cc3cn(C)c4ccccc34)cc2CC1=O
  TcdB inh = -0.5

> CO[C@H]1CN(C)C(=O)c2cc(NC(=O)c3ccccc3F)ccc2OC[C@H](C)N(CC2CC2)C[C@H]1C
  TcdB inh = 0.0

> O=C(Cc1ccncc1)NCC[C@@H]1CC[C@@H](NC(=O)C2CC2)[C@@H](CO)O1
  TcdB inh = -1.1

> Cc1noc(C)c1NC(=O)N(C)C[C@H]1Oc2ccc(NC(=O)Nc3cccc4ccccc34)cc2CC(=O)N([C@@H](C)CO)C[C@H]1C
  TcdB inh = 0.0

> CCNC(=O)C[C@H]1CC[C@H]2[C@@H](COc3ccc(NC(=O)c4ccccc4)cc3C(=O)N2C)O1
  TcdB inh = -0.9

> COc1ccc(CN(C)C[C@H]2OCCCC[C@@H](C)Oc3ccc(NC(=O)Nc4cccc5ccccc45)cc3C(=O)N([C@H](C)CO)C[C@H]2C)cc1
  TcdB inh = 0.1

> CC(C)NC(=O)Nc1ccc2c(c1)C(=O)N([C@H](C)CO)C[C@H](C)[C@H](CN(C)C)OCCCC[C@H](C)O2
  TcdB inh = -0.9

> C/C=C/c1ccc([C@H]2[C@@H](CO)N(C(=O)CC3CC3)C23CN(S(C)(=O)=O)C3)cc1
  TcdB inh = 0.6

> C[C@H](CO)N1C[C@H](C)[C@@H](CN(C)Cc2ccccn2)Oc2cc(-c3cccc(C#N)c3)ccc2S1(=O)=O
  TcdB inh = -0.1

> CC(=O)N(C)C[C@H]1Oc2ncc(-c3ccccc3F)cc2C(=O)N([C@@H](C)CO)C[C@H]1C
  TcdB inh = 1.6

> COCC(=O)Nc1ccc2c(c1)[C@H]1C[C@H](CC(=O)NCc3ccccc3F)O[C@@H](CO)[C@H]1O2
  TcdB inh = 0.0

> C[C@@H]1CN([C@@H](C)CO)C(=O)c2cc(C#CC3CCCC3)cnc2O[C@@H]1CN(C)C(=O)c1ccncc1
  TcdB inh = -0.5

> O=C(Cc1ccncc1)NCC[C@H]1CC[C@H](NS(=O)(=O)c2ccccc2Cl)[C@@H](CO)O1
  TcdB inh = 0.9

> COc1ccc(S(=O)(=O)N(C)C[C@@H]2OCCCC[C@@H](C)Oc3ccc(NC(=O)Nc4ccc(C(F)(F)F)cc4)cc3C(=O)N([C@@H](C)CO)C[C@@H]2C)cc1
  TcdB inh = -0.2

> COc1cccc(C#Cc2ccc3c(c2)O[C@@H](CN(C)S(=O)(=O)c2ccccc2F)[C@H](C)CN([C@H](C)CO)S3(=O)=O)c1
  TcdB inh = -1.2

> CCC(=O)N(C)C[C@@H]1Oc2cc(C#CC3CCCCC3)ccc2S(=O)(=O)N([C@H](C)CO)C[C@@H]1C
  TcdB inh = 0.7

> C[C@@H]1CCCCO[C@@H](CN(C)C(=O)C2CCCCC2)[C@H](C)CN([C@H](C)CO)C(=O)c2cc(NC(=O)Cc3ccccc3)ccc2O1
  TcdB inh = -0.3

> C[C@H](CO)N1C[C@H](C)[C@@H](CN(C)Cc2ccc(Oc3ccccc3)cc2)Oc2ccc(NS(=O)(=O)c3ccc(F)cc3)cc2C1=O
  TcdB inh = -0.7

> C[C@H]1CN([C@@H](C)CO)C(=O)c2cccc(NC(=O)c3ccncc3)c2O[C@H]1CN(C)Cc1ccc(C(F)(F)F)cc1
  TcdB inh = 1.3

> C[C@@H]1CN([C@H](C)CO)C(=O)c2cc(NS(=O)(=O)c3ccc(F)cc3)ccc2O[C@@H]1CN(C)Cc1ccc(Oc2ccccc2)cc1
  TcdB inh = -0.4

> C[C@H](CO)N1C[C@H](C)[C@@H](CN(C)C(=O)CC2CC2)Oc2ncc(C#CC(C)(C)O)cc2C1=O
  TcdB inh = -0.2

> C[C@@H]1CN([C@@H](C)CO)C(=O)c2cc(NS(=O)(=O)c3cn(C)cn3)ccc2O[C@@H](C)CCCCO[C@H]1CN(C)C(=O)c1ccccc1
  TcdB inh = 0.5

> C[C@H](CO)N1C[C@H](C)[C@H](CN(C)C(=O)C2CCCCC2)Oc2cc(C3=CCCC3)ccc2S1(=O)=O
  TcdB inh = 0.5

> Cc1ccc(S(=O)(=O)N(C)C[C@@H]2Oc3c(NC(=O)C4CC4)cccc3C(=O)N([C@@H](C)CO)C[C@H]2C)cc1
  TcdB inh = -0.4

> C[C@H]1CN([C@@H](C)CO)C(=O)Cc2cc(N(C)C)ccc2O[C@H]1CN(C)C(=O)Nc1ccc(F)cc1
  TcdB inh = -6.2

> CCS(=O)(=O)N1[C@H](CO)[C@H](c2ccccc2)[C@@H]1CN(C)Cc1ccccn1
  TcdB inh = 1.2

> C[C@H]1CN([C@@H](C)CO)S(=O)(=O)c2ccc(C3=CCCC3)cc2O[C@@H]1CN(C)S(=O)(=O)c1ccc(F)cc1
  TcdB inh = -1.1

> CO[C@@H]1CN(C)C(=O)c2cc(NC(=O)CC(F)(F)F)ccc2OC[C@@H](C)N(CC2CC2)C[C@@H]1C
  TcdB inh = 0.6

> CCN1[C@@H]2c3ccc(-c4cccc(F)c4)c(=O)n3C[C@@H]2[C@@H](CO)[C@@H]1C(=O)N(C)C
  TcdB inh = -0.7

> CO[C@H]1CN(C)C(=O)c2ccc(NC(=O)Nc3ccc(Cl)cc3)cc2OC[C@@H](C)N(C(=O)Nc2c(C)noc2C)C[C@@H]1C
  TcdB inh = 0.0

> N#C[C@H]1[C@H](c2ccc(-c3ccc(F)cc3)cc2)[C@@H](CO)N1C(=O)Cc1ccccc1
  TcdB inh = 0.6

> CC(C)NC(=O)Nc1ccc2c(c1)C(=O)N([C@@H](C)CO)C[C@@H](C)[C@@H](CN(C)C(=O)Nc1ccc(F)cc1)OCCCC[C@@H](C)O2
  TcdB inh = -0.6

> Cc1noc(C)c1NC(=O)Nc1ccc2c(c1)CC(=O)N([C@@H](C)CO)C[C@@H](C)[C@H](CN(C)S(=O)(=O)c1c(C)noc1C)O2
  TcdB inh = 0.4

> C/C=C/c1ccc([C@H]2[C@H](CO)N3C(=O)CN(C(=O)c4cnccn4)C[C@@H]23)cc1
  TcdB inh = -0.5

Screens deposited in PubChem BioAssay by Broad Institute.

This is a subset; rates above refer to the full screens.
